# Scp1 inh = Scp-1 phosphatase inhibitors, primary screen, biochemical, colorimetric, uHTS; hit rate 0.88% among 340,000; AID 493091, 2011; Carboxy-terminal domain RNA polymerase II polypeptide A small phosphatase 1 (Homo …; Recombinant Scp1, phosphopeptide, malachite green phosphate absorbance; inhibition, % at 20 µM;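 active = inhibition above about 50% at 20 µM, limit read from the data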;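 also: plate controls were DMSO wells with enzyme for no effect and wells lacking enzyme for full effect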
#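 Material: truncated SCP-1 phosphatase (76-261aa) / Buffer or medium: 50 mM Tris acetate pH 5.5, 0.005% Tween-20, 10 mM MgCl2 / Compound dosing: one concentration, 20 µM, with 1.0% DMSO / Incubation: 45 min room-temperature reaction, 5 min colour, 30 min stabiliser / Detection: colorimetric free-phosphate detection, absorbance 630 nm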
# LMPTP block = LMPTP phosphatase inhibitors, primary screen, biochemical, fluorescence intensity, uHTS. Low molecular weight phosphotyrosine protein phosphatase (Homo sapiens), P24666. recombinant LMPTP-A, OMFP fluorogenic substrate. inhibition, % at 20 µM. hit rate 0.22% among 360,000. AID 651560, 2012;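 active = compounds that cut the enzyme signal by at least half of the control window in the single-dose screen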;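 also: plate controls were DMSO wells with enzyme plus substrate for no effect and substrate without enzyme for full effect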
# Target sequence (P24666 whole entry, looked up): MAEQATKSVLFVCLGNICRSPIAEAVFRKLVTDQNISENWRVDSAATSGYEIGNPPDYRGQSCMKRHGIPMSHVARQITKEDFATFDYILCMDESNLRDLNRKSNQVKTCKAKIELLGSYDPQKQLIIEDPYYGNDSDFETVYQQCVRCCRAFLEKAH
#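 Buffer or medium: Bis-Tris pH 6.0, DTT, detergent; Assay system: LMPTP-A enzyme; Quantity: 0.625 nM enzyme; Detection: endpoint fluorescence intensity; Times: 50 min dark incubation at room temperature; Controls: substrate-only low control, DMSO enzyme-plus-substrate high control; Doses: single 20 µM dose; Read-out: percent inhibition versus substrate-only and uninhibited controls; Reagent: 400 µM OMFP.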
# SUMO1 PPI mod = modulators of SUMO1 protein-protein interactions, primary screen, biochemical, uHTS; Small ubiquitin-related modifier 1 (Homo sapiens), P63165; SUMO1 binding to a labelled peptide, TR-FRET, 1 h; inhibition, % at 20 µM; hit rate 0.33% among 360,000; in the data active = inhibition above about 37%
# Target sequence (P63165 whole entry, looked up): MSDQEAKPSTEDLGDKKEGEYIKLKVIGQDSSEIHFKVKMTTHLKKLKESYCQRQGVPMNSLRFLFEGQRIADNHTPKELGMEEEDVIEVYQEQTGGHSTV
# Tb MetRS inh = T. brucei MetRS inhibitors, primary screen, biochemical, luminescence. methionyl-tRNA synthetase (Trypanosoma brucei brucei). purified T. brucei MetRS, ATP depletion, Kinase-Glo luminescence. inhibition, % at 11.9 µM. hit rate 0.4% among 360,000. AID 624268, 2012;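 active = inhibition above a per-plate cutoff of the control wells' mean inhibition plus 3 SD, cut at about 5.5% in these data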;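 also: 0% = DMSO wells median and 100% = median of wells with control inhibitor compound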
#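 assay system = parasite MetRS enzyme | timing = 15 min preincubation, 2 h reaction, all 25 °C | evaluation = percent inhibition relative to median high and low control wells | medium = HEPES buffer containing pyrophosphatase, BSA, spermine, DTT | compound = single dose, 11.9 µM final nominal, 0.9% final DMSO | detection = Kinase-Glo luminescence, ATP depletion format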
# STEP block = STEP phosphatase inhibitors, primary screen, biochemical, fluorescence intensity, uHTS. Tyrosine-protein phosphatase non-receptor type 5 (Homo sapiens), P54829. recombinant STEP, OMFP fluorogenic substrate. inhibition, % at 20 µM. hit rate 0.25% among 360,000. AID 588621, 2011;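 active = inhibition at 20 µM, scaled per plate between control wells, above about 37%, limit read from the data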;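 also: 0% = DMSO with enzyme and substrate and 100% = substrate only without enzyme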
#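 Assay system: isolated STEP enzyme / Timing: 20 min at room temperature, dark / Doses: 20 µM, 1% DMSO / Technique: fluorescence intensity, excitation 480 nm, emission 540 nm / Reagent: fluorogenic phosphatase substrate OMFP at 25 µM final / Measure: percent inhibition scaled to no-enzyme and uninhibited-enzyme controls, plate-pattern corrected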
# DNMT1 inh = human DNMT1 methyltransferase inhibitors, primary screen, biochemical, molecular beacon, fluorescence, HinP1I cleavage, uHTS; DNA (cytosine-5)-methyltransferase 1 (Homo sapiens), P26358; inhibition (reported as % activation of signal), % at 10 µM; hit rate 0.83% among 360,000; in the data active = inhibition above about 50%
# NRP1-CendR mod = modulators of CendR peptide binding to NRP-1, primary screen, biochemical, fluorescence polarization, uHTS. inhibition, % at 25 µM. FAM-RPARPAR peptide binding to NRP-1. AID 602438, 2012. Neuropilin-1 (Homo sapiens), O14786. hit rate 0.85% among 360,000;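 active = inhibition or corrected inhibition above about 18%, plus a signal ratio from 0.5 to 1.5, limit read from the data, passing the limit was not always enough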; also: strong numbers were not always called active
# MsrA inhibitor = bovine MsrA enzyme inhibitors, primary screen, biochemical, absorbance, HTS; inhibition, % at 15.5 µM; Methionine sulfoxide reductase A (Bos taurus); hit rate 0.75% among 360,000; purified bovine MsrA, absorbance read-out; in the data active = inhibition above about 4.5%;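 also: 0% = vehicle wells with enzyme and 100% = reference inhibitor wells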
# MsrA act = bovine MsrA enzyme activators, primary screen, biochemical, absorbance, HTS. Methionine sulfoxide reductase A (Bos taurus). purified bovine MsrA, absorbance read-out. activation, % at 10.6 µM. hit rate 0.3% among 360,000; in the data active = activation above about 7.5%;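 also: 0% = vehicle and 100% = reference activator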
# E coli Lon inh = inhibitors of E. coli Lon protease, primary screen, biochemical, fluorescence polarization | purified E. coli Lon protease | inhibition, % at 7.94 µM | hit rate 0.42% among 360,000; in the data active = inhibition above about 13%, passing the limit was not always enough;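 also: 0% = enzyme with probe and DMSO and 100% = no enzyme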
# Target sequence (P0A9M0 whole entry, looked up): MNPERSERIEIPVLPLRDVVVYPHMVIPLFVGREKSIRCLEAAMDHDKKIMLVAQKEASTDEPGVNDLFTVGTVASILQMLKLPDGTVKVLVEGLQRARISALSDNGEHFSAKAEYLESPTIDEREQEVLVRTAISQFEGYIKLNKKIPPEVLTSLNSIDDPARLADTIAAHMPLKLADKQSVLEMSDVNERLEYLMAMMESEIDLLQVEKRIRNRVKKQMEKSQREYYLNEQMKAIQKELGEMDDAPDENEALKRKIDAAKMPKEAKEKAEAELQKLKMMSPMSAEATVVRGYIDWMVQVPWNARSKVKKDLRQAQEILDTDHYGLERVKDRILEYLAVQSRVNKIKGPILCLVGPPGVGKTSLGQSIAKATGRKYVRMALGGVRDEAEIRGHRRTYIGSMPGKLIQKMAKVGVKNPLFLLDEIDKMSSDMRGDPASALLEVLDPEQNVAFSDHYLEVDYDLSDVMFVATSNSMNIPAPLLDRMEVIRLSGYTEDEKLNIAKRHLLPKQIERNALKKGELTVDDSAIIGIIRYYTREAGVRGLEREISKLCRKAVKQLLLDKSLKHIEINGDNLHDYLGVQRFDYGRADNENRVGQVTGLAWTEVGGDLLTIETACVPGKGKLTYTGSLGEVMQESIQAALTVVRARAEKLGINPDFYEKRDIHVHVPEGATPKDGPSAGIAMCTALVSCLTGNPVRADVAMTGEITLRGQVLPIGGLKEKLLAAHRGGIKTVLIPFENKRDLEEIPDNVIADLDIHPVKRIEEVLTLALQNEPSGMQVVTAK
# * hit, by the source's call; . = not tested or not shown.
SMILES,Scp1 inh,LMPTP block,SUMO1 PPI mod,Tb MetRS inh,STEP block,DNMT1 inh,NRP1-CendR mod,MsrA inhibitor,MsrA act,E coli Lon inh
O=c1c(-c2ccc(Br)cc2)[n+]([O-])c2ccccc2n1OCc1ccccc1,-7,-2.3,-3,0.4,-4,14,2,-0.1,-4,2
CC1=C(C(=O)Nc2ccccc2C(=O)N2CCCCC2)SCCO1,-2,-0.7,-3,0.9,2,1,8,-0.6,-2,3
COCP(=O)(c1ccccc1)c1ccccc1,-6,0.0,5,0.2,-4,4,-6,-1.2,1,4
O=C(c1ccccc1)N1CCN(S(=O)(=O)c2cccs2)CC1,4,-1.3,-3,-0.4,0,3,5,-0.4,-4,8
O=C(NNC(=O)c1sccc1-n1cccc1)c1cccc(Cl)c1,-14,-0.7,7,-0.8,0,-6,8,0.3,-3,8
CCOC(=O)COc1ccc(-c2nnc(-c3ccccc3)o2)cc1,-2,0.1,0,-1.4,0,2,3,-0.2,-11,-6
CCS(=O)(=O)c1ccc(N=Nc2ccc(O)c3ncccc23)c(OC)c1,-13,12,-35,0.2,6,-8,16,2.4,-5,2
COc1ccc(N2CCN(c3nc4c(C)cccn4c(=O)c3C=C(C#N)C#N)CC2)cc1,-9,1.6,2,-0.3,63*,0,8,0.0,3,3
CCn1c(C)c(CCC(=O)O)c(=O)n2nc(-c3ccccc3OC)cc12,-6,0.5,10,-0.4,-1,11,-8,-0.7,0,2
O=Cc1cc(CCC(=O)O)ccc1O,-6,0.1,6,-0.2,-2,1,18,-0.1,-4,3
COc1ccccc1N(C(=O)c1ccco1)C(C(=O)NC1CCCC1)c1cccs1 (centres undefined),-3,1.4,2,-1.2,4,4,3,-0.4,-3,-1
Cc1c(O)ccc(C(=O)CN2CCN(c3ccc(F)cc3)CC2)c1O,-2,-1.9,1,-0.2,-2,-5,8,0.9,-4,6
CCc1ccc(NC(=O)c2sccc2-n2cccc2)cc1,-3,3.3,-5,-0.7,5,-7,-12,-1.3,0,-2
O=C(CNS(=O)(=O)c1ccc(F)cc1)Nc1ccccc1,16,-1.7,0,-0.1,1,2,4,0.9,-6,3
COc1ccc(C(NC(=O)C2CCN(CCCOc3ccccc3)CC2)c2ccccn2)cc1 (centres undefined),.,0.2,2,0.2,-3,4,2,0.5,-2,-13

# 3 compounds from above, arranged by SMILES length, rising.
SMILES,Scp1 inh,LMPTP block,SUMO1 PPI mod,Tb MetRS inh,STEP block,DNMT1 inh,NRP1-CendR mod,MsrA inhibitor,MsrA act,E coli Lon inh
O=Cc1cc(CCC(=O)O)ccc1O,-6,0.1,6,-0.2,-2,1,18,-0.1,-4,3
CC1=C(C(=O)Nc2ccccc2C(=O)N2CCCCC2)SCCO1,-2,-0.7,-3,0.9,2,1,8,-0.6,-2,3
CCn1c(C)c(CCC(=O)O)c(=O)n2nc(-c3ccccc3OC)cc12,-6,0.5,10,-0.4,-1,11,-8,-0.7,0,2

# Remaining list, next part:
SMILES,Scp1 inh,LMPTP block,SUMO1 PPI mod,Tb MetRS inh,STEP block,DNMT1 inh,NRP1-CendR mod,MsrA inhibitor,MsrA act,E coli Lon inh
CCOc1ccccc1N=Cc1c(O)n(C)c(=O)n(C)c1=O,-7,0.0,-28,0.4,-1,-1,-6,1.8,-2,0
Cc1ccc(SCC(=O)NC2CCS(=O)(=O)C2)cc1C (centres undefined),-2,-0.3,-4,-0.4,2,4,10,-1.1,-11,6
Cc1nc2cc(C(=O)O)ccc2n1-c1ccc(F)cc1F,-1,-2.0,-2,-0.9,0,0,-6,-0.7,0,7
CC(/C=C/c1ccco1)=N/NC(=O)Cc1cccs1,23,4.2,3,-0.4,1,24,-17,2.5,-8,-6
CC(C)C[C@H]1CN=C(Nc2ccccc2)N1CCCCc1ccccc1,-5,-0.4,10,-0.3,-2,6,3,-0.7,0,2
CCC(CO)NC(=O)c1ccc(-c2nn(C)c(=O)c3ccccc23)cc1 (centres undefined),-13,-2.6,-1,-0.1,-3,0,14,0.2,6,10
COc1ccccc1NC(=O)Nc1ccnn1Cc1cccs1,2,-1.2,-1,-0.1,-3,-4,-7,0.0,-3,2
Cc1ccc(C2CC(c3ccccc3Cl)n3nc(N)nc3N2)cc1 (centres undefined),11,-1.5,7,0.2,-1,0,0,0.1,-2,2
Cc1ccc(-n2c(-c3ccccc3)c[n+]3c2CCC3)cc1,2,-0.7,1,-0.3,-3,-1,8,2.0,-5,-4
CCOC(=O)C(CC)/C(C)=N/NC(=O)c1ccccc1[N+](=O)[O-] (centres undefined),-8,-1.1,-4,-0.6,-1,0,-9,0.7,-3,2
CCOc1ccc(CCNC(=O)c2cccs2)cc1OCC,-3,-0.8,1,-0.5,0,3,-4,-0.5,-1,-6
CCN(CC(=O)Nc1ccc(NC(C)=O)cc1)C(=O)c1ccccc1CCc1ccccc1,-1,0.2,-1,-0.5,0,-1,0,0.9,-6,-1
O=C(c1ccco1)N(Cc1ccco1)Cc1cc2ccccc2[nH]c1=O,-6,-0.7,3,-0.4,1,2,8,0.8,-1,-10
Cc1oc(-c2ccc(Cl)cc2)nc1CN1CCC(C(=O)N2CCc3ccccc3C2)CC1,10,-0.9,3,-0.1,-2,2,-12,.,-10,-6
Cc1cc(C)c(C(=O)COC(=O)c2cc([N+](=O)[O-])ccc2NCCO)cc1C,3,2.1,-7,-0.1,-1,-9,18,1.4,-2,-5
CCn1cc(C(=O)N2CCN(Cc3ccc4c(c3)OCO4)CC2)c2cc(OC)c(OC)cc2c1=O,-7,-1.0,-1,0.2,3,0,-6,1.2,-1,-4
O=C(Nc1ccc2c(c1)OCO2)c1cc(C2CCCCN2C(=O)CCc2ccccc2)on1 (centres undefined),.,1.6,5,-0.1,1,-5,7,0.3,-2,-7
CCN1CCN(C(=O)c2ccc(Cn3c(=O)[nH]c4cc(OC)c(OC)cc4c3=O)cc2)CC1,-6,1.9,2,-0.1,2,-1,-7,0.4,0,6
CC1(C)OC2CC3C4CC=C5CC(O)CCC5(C)C4CCC3(C)C2(C(=O)CO)O1 (centres undefined),-4,4.2,-3,-0.1,0,67*,7,0.3,-2,3
Cc1cc(C(=O)N/N=C/c2c(C)nn(-c3ccccc3)c2Cl)n[nH]1,-7,-1.5,-5,-0.6,2,-1,-15,1.6,-5,-5
CC(=O)Nc1ccc(NC(=O)CSc2nccn2Cc2ccccc2)cc1,-6,-0.3,-1,-0.3,0,2,2,0.2,-1,-10
CC(C)[C@@H](C(=O)N1CCN(C(=O)OC(C)(C)C)CC1)n1cc(CCO)nn1,-5,-0.7,-1,-0.3,-1,3,1,0.1,0,-4
Cc1cccn2c(=O)c3cc(C(N)=S)c(=N)n(CCCOC(C)C)c3nc12,-2,22,-9,-1.8,6,62*,-24,0.6,-11,-22
CC(C)C[C@H]1COc2cccc(N3CCSCC3)c2S(=O)(=O)N1,.,-0.4,5,0.0,.,.,-4,-0.7,-3,-3
CCCCNC(=O)c1nc(C2CCN(S(=O)(=O)c3ccccc3C(F)(F)F)CC2)oc1-c1cccc(C(F)(F)F)c1,.,1.9,0,-0.3,1,3,-2,-0.7,-4,-11
COc1ccc(-c2oc3ccc(N4CCOCC4)cc3c2C#CCO)cc1,-2,3.0,-11,-0.4,0,-10,11,3.3,-2,7
CC(C)CC1C(=O)N(Cc2cn(CCC3OCCCO3)nn2)CCS(=O)(=O)N1Cc1ccc(-c2ccncc2)cc1 (centres undefined),.,-0.1,1,-1.8,-3,3,-2,0.2,-6,-2
CC1(C(=O)NS(=O)(=O)c2cccs2)CCN1C(=O)c1cccc(F)c1 (centres undefined),.,-1.5,3,0.4,2,1,7,-0.1,2,-1
O=C(NNc1nc2c(F)cc(F)cc2s1)C1=COCCO1,-6,1.3,3,-0.1,1,1,4,0.4,-2,5
CCc1ccc(NC(=O)C(=O)c2ccccc2NC(C)=O)cc1,0,-0.5,-4,-0.7,-2,-6,-3,0.0,-15,-4
CC1(C(=O)NS(=O)(=O)Cc2cccc(Cl)c2)CCN1C(=O)C1(c2ccc(Cl)cc2)CC1 (centres undefined),.,-1.7,5,-0.1,0,3,2,-0.3,-1,-18
COc1ccccc1C(=O)NC1CCN(C(=S)NCCc2ccccc2)CC1,13,-0.6,2,-1.8,4,-3,1,0.6,-9,2
CSc1ccccc1NC(=O)c1cccs1,-5,-1.3,0,-1.5,-4,8,-8,0.6,-9,-2
CN1CCN(CCCN(Cc2ccco2)C(=S)Nc2ccc(Cl)cc2)CC1,3,-5.2,0,-0.4,3,-1,16,0.2,-6,2
COc1ncnc2c1N[C@@](C)(O)c1c(F)c(F)c(F)c(F)c1S2,-6,-1.1,1,-1.1,0,4,15,1.9,-4,-10
O=[N+]([O-])c1ccc2nc(CCCO)[nH]c2c1,1,-1.5,-10,-0.5,-1,0,1,2.3,-8,-1
O=C(c1ccc[nH]c1=S)N1CCN(S(=O)(=O)c2ccc(Br)cc2Cl)CC1,0,-3.1,1,-0.1,-5,0,-1,-0.1,0,-11
Cc1nc2c(=O)n(C)c(=O)n(C)c2nc1Cl,-2,-0.8,-12,0.2,25,3,-11,4.7*,1,-8
O=C(N/N=C\c1cc(Br)cs1)c1ccncc1,-5,-2.1,-12,-0.2,-2,3,-15,1.7,-2,8
Cn1cnc2c(N/N=C/c3cccs3)ncnc21,14,0.2,-9,-0.5,-4,2,10,5.2*,-5,0
CCCCn1c(N)c(N(CC(C)C)C(=O)CN(C)S(=O)(=O)c2ccc(NC(C)=O)cc2)c(=O)[nH]c1=O,-4,0.1,2,-0.3,-1,2,-4,1.2,-1,0
CCCCn1c(N)c(N(CCC(C)C)C(=O)C2CC(=O)N(c3ccc4c(c3)OCCO4)C2)c(=O)[nH]c1=O (centres undefined),6,-2.2,-2,-0.6,-1,-4,0,-0.5,-5,-8
CCOC(=O)c1ccc(NC(=O)CN2CCN(C(=O)c3ccco3)CC2)cc1,-2,-1.2,3,-0.5,-1,-1,2,0.8,-7,2
COC(=O)C(CC(C)C)NC(=O)c1ccc([N+](=O)[O-])c(C)c1 (centres undefined),-8,0.0,-8,-0.6,-5,-1,13,-1.0,0,1
